Compound activity deposited in PubChem by Sanford-Burnham Center for Chemical Genomics.
SENP1 FRET inh: SENP1 (human) catalytic domain inhibition; Q9P0U3; recombinant SENP1 catalytic domain, CyPet-SUMO1-YPet FRET cleavage; inhibition, % at 10 µM; hit rate 0.21% among 360,000;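 active means inhibition at least 30% at 10 µM, raw YFP signal under a set limit, fluorescence ratio 0.5 to 1.5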;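 further: 0% = enzyme with DMSO and 100% = no enzyme wells; some results filed as inactive read as strong as hits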
Target sequence (Q9P0U3 419-644 limits assumed): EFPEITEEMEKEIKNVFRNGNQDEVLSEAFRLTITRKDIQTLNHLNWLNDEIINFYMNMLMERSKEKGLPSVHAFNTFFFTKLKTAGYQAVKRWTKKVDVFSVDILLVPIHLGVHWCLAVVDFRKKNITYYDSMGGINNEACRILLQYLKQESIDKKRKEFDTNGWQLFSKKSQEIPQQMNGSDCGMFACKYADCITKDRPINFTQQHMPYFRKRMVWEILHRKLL
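material = recombinant human SENP1 catalytic domain, His6-tagged | quantity = 20 pM enzyme | reagent = 25 nM SUMO1 FRET substrate | compound dosing = 10 µM single point, 0.5% DMSO | timing = 50 min enzyme reaction, room temperature, light-protected | detection = FRET, CFP and YFP emission | control set = no-enzyme low, enzyme-DMSO high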
SENP6 inh: inhibitors of human SENP6 protease | Q9GZR1 | Recombinant SENP6 catalytic domain, aminoluciferin luminescence | inhibition, % at 10 µM | hit rate 1.8% among 330,000;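 active means inhibition above about 50% at the single tested dose, limit read from the data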;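 further: plate controls were DMSO wells with enzyme for no effect and DMSO wells lacking enzyme for full effect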
SENP8 block-1: blocks human SENP8 cleavage of Nedd8 substrate. recombinant SENP8, Nedd8 substrate fluorescence. inhibition, % at 20 µM. hit rate 0.64% among 360,000. AID 602440; in the data active means inhibition mostly above about 40%, no sharp cut-off; inactive means mostly below about 27%
Target sequence (Q96LD8 whole entry, looked up): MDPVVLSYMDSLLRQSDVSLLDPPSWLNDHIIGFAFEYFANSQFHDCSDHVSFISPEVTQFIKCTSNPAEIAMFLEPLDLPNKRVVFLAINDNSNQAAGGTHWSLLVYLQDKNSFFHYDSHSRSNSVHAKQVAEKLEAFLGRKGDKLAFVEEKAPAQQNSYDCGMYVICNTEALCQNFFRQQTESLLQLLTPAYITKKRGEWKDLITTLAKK
SENP8 block-2: blocks the human protease SENP8. Q96LD8. purified SENP8, Z-RLRGG-aminoluciferin cleavage, luminescence. inhibition, % at 10 µM. hit rate 1.2% among 330,000. AID 2540; in the data active means inhibition above about 50%
PfG6PD inh: PfG6PD (Plasmodium falciparum) enzyme inhibition. PfGluPho enzyme, NADPH resazurin-diaphorase fluorescence. inhibition, % at 20 µM. hit rate 0.78% among 350,000. AID 504690;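 active means inhibition reaching at least a set limit at 20 µM in the primary screen, cut at about 59% in these data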;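 further: 0% = DMSO wells with substrate and 100% = DMSO wells lacking glucose-6-phosphate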
MIN6 prolif: induces beta-cell replication in MIN6 cells; MIN6 cells proliferation, ATPlite luminescence, 48 h; cells starved in 0.2% serum; 100% = growth in 10% serum; proliferation, % at 10 µM; hit rate 0.29% among 330,000;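 active means compounds whose signal lies at least 3.5 SD above the mean of all wells on their plate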;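 further: 0% = DMSO-treated cells in low-serum medium and 100% = 10% serum control; some compounds called inactive have numbers as strong as hits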
UBC13 inh: inhibitors of human UBC13 polyubiquitin chain formation; hit rate 0.47% among 330,000; TR-FRET; P61088; inhibition, % at 20 µM; in the data active means inhibition above about 45%, passing the limit was not always enough
Target sequence (P61088 whole entry, looked up): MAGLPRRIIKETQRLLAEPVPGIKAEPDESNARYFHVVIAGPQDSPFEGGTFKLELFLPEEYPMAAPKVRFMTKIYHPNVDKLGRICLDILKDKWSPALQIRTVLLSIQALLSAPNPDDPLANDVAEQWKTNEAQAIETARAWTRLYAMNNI
SENP7 inh: blocks the human protease SENP7 | Q9BQF6 | recombinant SENP7, Z-RLRGG-aminoluciferin luminescence, 40 min | inhibition, % at 5 µM | hit rate 1.5% among 330,000 | AID 434973;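 active means inhibition above about 50% at the single test dose, limit read from the data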;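 further: plate controls were DMSO with enzyme for no effect and no enzyme buffer wells for full effect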
Target sequence (Q9BQF6 706-1050 limits assumed): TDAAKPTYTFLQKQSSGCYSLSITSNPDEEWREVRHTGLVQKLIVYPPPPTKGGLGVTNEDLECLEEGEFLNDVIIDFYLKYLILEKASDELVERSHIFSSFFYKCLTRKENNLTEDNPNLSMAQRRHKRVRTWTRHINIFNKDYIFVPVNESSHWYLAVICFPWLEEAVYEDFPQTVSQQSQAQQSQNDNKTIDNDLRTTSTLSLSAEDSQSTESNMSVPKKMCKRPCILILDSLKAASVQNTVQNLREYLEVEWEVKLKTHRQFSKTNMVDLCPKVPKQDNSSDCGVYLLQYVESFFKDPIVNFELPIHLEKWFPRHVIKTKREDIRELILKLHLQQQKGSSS
HKDC1 inhibitor: inhibitors of human hexokinase HKDC1 | Q2TB90 | recombinant HKDC1, G6PDH/diaphorase resazurin coupled fluorescence | inhibition, % at 20 µM | hit rate 0.16% among 340,000 | AID 493160;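 active means inhibition above about 35% when tested at 20 µM, limit read from the data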;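 further: plate controls were DMSO wells with enzyme for no effect and DMSO wells lacking enzyme for full effect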
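Assay system: recombinant HKDC1 hexokinase; detection: coupled resazurin fluorescence, excitation 525 nm, emission 613 nm; benchmarks: DMSO-plus-enzyme-mix negative control, buffer-substituted positive control; compound dosing: single 20 µM dose; schedule: 90 min at room temperature in dark; also added: glucose plus 1 mM ATP as hexokinase substrates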
* hit, by the source's call; i = inactive; x = no result given.

SMILES	SENP1 FRET inh	SENP6 inh	SENP8 block-1	SENP8 block-2	PfG6PD inh	MIN6 prolif	UBC13 inh	SENP7 inh	HKDC1 inhibitor
O=C(NCCSCc1ccco1)Nc1cccc(Cl)c1	0.1	15.7	13.4	-9.1	15.0	-4.5	-2.2	-15.0	-4.5
N/C(Cn1nnc(-c2ccccc2)n1)=N\O	1.6	3.2	6.2	-8.7	-2.2	2.2	-6.7	-0.5	-3.6
Cc1[nH]c2ccccc2c1C(=O)C(=O)NC1CC1	-2.3	-15.3	11.8	1.3	-7.3	0.1	-8.8	7.3	0.3
Cc1ccnc(NC(=O)C2CCN(S(=O)(=O)c3c(C)c(C)cc(C)c3C)CC2)c1	2.2	-7.2	-10.4	-9.1	-15.6	-6.3	-7.7	-6.9	-0.6
O=C(NCCS(=O)(=O)N1CCN(Cc2ccccc2)CC1)c1ccccc1	0.3	2.7	12.6	9.4	-8.6	2.4	1.0	-7.1	0.1
Cc1cccc(OCCCC(=O)NC(C)c2ccccc2)c1 (stereo not drawn)	4.2	-13.4	21.2	-9.8	2.9	-0.7	0.1	12.8	2.4
NC(=O)c1nn(-c2ccccc2)nc1N	0.7	-22.8	i	-4.7	-2.8	0.3	3.0	-3.8	-4.3
CCOC(=O)N1CCC(c2nc3ccccc3[nH]2)CC1	-1.0	-5.3	11.7	-9.7	-8.2	-1.2	-4.3	2.1	-1.0
N#C/C(=C\C1CC2C=CC1C2)c1nc2ccccc2[nH]1 (stereo not drawn)	-28.1	12.5	-108.8	-7.4	-3.1	-4.3	6.9	3.2	5.8
COc1cccc(/C(O)=C2/C(=O)C(=O)N(c3cc(C)on3)C2c2cccs2)c1 (stereo not drawn)	-70.5	-10.6	10.5	-8.6	-20.6	-2.3	-20.4	-0.6	0.1
Cc1ccccc1-n1c(=O)c(C#N)cc2c(=O)n3ccccc3nc21	-27.0	-0.5	-297.3	5.6	2.7	4.1	14.5	9.9	-3.5
CN1C(C)(C)CCCC1(C)C	1.9	-10.3	6.6	0.7	-16.9	-0.8	-5.0	-5.3	-2.5

Only HKDC1 inhibitor, for some of the entries so far:
mol	HKDC1 inhibitor
N/C(Cn1nnc(-c2ccccc2)n1)=N\O	-3.6
Cc1[nH]c2ccccc2c1C(=O)C(=O)NC1CC1	0.3

Next compounds follow.
SMILES	SENP1 FRET inh	SENP6 inh	SENP8 block-1	SENP8 block-2	PfG6PD inh	MIN6 prolif	UBC13 inh	SENP7 inh	HKDC1 inhibitor
CCC[C@H]1COCCS(=O)(=O)N1Cc1ccc(Br)cc1	x	-18.9	x	-5.7	x	-0.7	1.7	1.1	x
Cc1ccc(C(=O)OCC(=O)NCc2ccc3c(c2)OCO3)s1	2.3	-4.5	19.2	-0.6	-8.4	-4.2	-2.6	3.8	-4.1
C=C(C)COc1ccc(-c2[nH]ncc2-c2ccc(OC)c(OC)c2)c(O)c1	1.2	5.2	10.9	1.2	-17.6	-3.9	16.7	6.9	-4.3
CC(=O)c1cccc(NC(=O)COC(=O)c2cccs2)c1	0.4	7.7	7.0	2.9	5.8	0.8	3.7	5.0	-10.6
COC(=O)N/N=C/c1cccc([N+](=O)[O-])c1	1.0	-15.6	6.2	-6.8	12.4	-2.1	-15.9	5.7	-6.3
COCCN(C(=O)CSc1nnc(-c2cccs2)n1N)c1c(N)n(Cc2ccccc2)c(=O)[nH]c1=O	-0.4	-4.9	7.0	5.9	4.6	-1.8	-0.2	5.6	-5.7
Cc1cc(Br)ccc1NC(=O)CN1CCN(c2ccccn2)CC1	3.4	-26.4	9.2	-6.7	0.1	3.3	1.2	1.4	-1.1
c1ccc(Sc2cnc3ccccc3n2)cc1	-0.3	4.5	10.6	-10.6	5.1	-2.3	2.0	-12.3	-0.1
Cc1ccc(N(CC(=O)NCc2ccccn2)S(=O)(=O)c2ccccc2)cc1Cl	-0.3	-4.8	2.8	-7.9	3.1	-2.9	-8.6	-10.3	-3.4
COc1cc2c(cc1OC)C(c1ccccc1)CC2=O (stereo not drawn)	-3.9	-11.4	3.7	-8.0	3.4	2.3	11.3	-10.7	-1.8
CN1CCN(CCC(=O)Nc2ccc3c(c2)OCO3)CC1	-2.0	-14.7	11.5	-3.1	-0.8	0.0	4.7	9.0	2.1
O=C(Nc1ccc2nc[nH]c2c1)c1ccco1	-3.7	-8.7	19.5	-3.9	-3.6	-1.4	4.1	-0.6	2.1
NNC(=O)CSCc1nc(-c2ccccc2)cs1	-0.8	16.7	17.6	10.4	-6.5	-1.9	1.8	6.2	-1.9
COCCn1nnnc1CN1CCC(O)(c2cccc(C(F)(F)F)c2)CC1	-5.1	-15.0	-15.3	-0.8	-8.2	-2.9	1.5	-5.4	-6.1
Cc1cc([N+](=O)[O-])nn1Cc1noc(C(=O)NCCc2ccccn2)n1	2.1	-7.1	11.8	-0.3	-14.3	0.0	5.8	3.4	-1.2
Cc1ccc(C(=O)Nc2c(C)n(C)n(-c3ccccc3)c2=O)cc1S(=O)(=O)N1CCOCC1	0.9	-32.7	26.4	-2.3	-7.2	-1.1	-2.5	3.4	-4.3
O=C(CCN1C(=O)c2ccccc2C1=O)NCc1ccncc1	1.3	-8.8	6.9	-10.5	-4.3	-0.1	-1.5	1.9	-8.4
O=C(Cc1cccc(NC(=O)C2CCN(C(=O)C3CC3)CC2)c1)Nc1cccc(C(=O)N2CCOCC2)c1	-0.6	x	-3.8	x	-3.5	x	x	x	0.6
O=C(CN1C(=O)NC2(CCCC2)C1=O)Nc1nc(-c2ccc(F)c(F)c2)cs1	-5.2	1.0	-21.4	-7.9	-5.5	-6.0	2.3	3.9	2.0
COC(=O)c1c(NC(=O)c2ccccc2OC)sc(C(=O)N2CCOCC2)c1C	0.2	-7.6	-301.1	-0.3	-6.6	-0.8	17.5	-6.0	-7.1
C=C(C)C(=O)N1CC2(CC(c3cccc(NC(=O)COc4ccc(Cl)cc4)c3)=NO2)C[C@@H]1C(N)=O (stereo partly drawn)	-0.7	-14.5	13.5	-4.2	8.1	-5.2	2.5	-2.4	-2.1
Cc1ccc(NC(=O)c2oc3ccccc3c2NC(=O)C2CC2)cc1	-0.7	-1.1	-45.6	-3.5	11.8	2.4	6.9	2.1	5.3
CC(C)c1ccc(NC(=O)c2ccc3c(c2)CCN3S(C)(=O)=O)cc1	-1.5	-2.1	10.8	-0.8	3.2	-2.5	10.1	1.5	-1.6
Cc1sc(NC(=O)Cn2c(=O)oc3ccccc32)nc1-c1ccc(Cl)cc1	2.2	-11.8	2.5	-15.0	1.0	-3.9	-8.8	-3.5	-5.8
CCCN1C(=O)c2cc(C(=O)Nc3ccc(OC)c(OC)c3)ccc2C1Nc1ccc(OC)c(OC)c1 (stereo not drawn)	2.7	-9.8	6.5	7.1	15.1	-2.4	-17.1	3.1	18.0
CCOc1ccc(NC(=O)CCN2CCN(S(=O)(=O)c3ccc(F)cc3)CC2)cc1	-0.6	-13.2	14.5	8.8	5.9	-0.7	-4.2	-0.6	-4.1
C/C(=N/NC(=O)CNC(=O)/C=C/c1ccco1)c1ccc(Cl)cc1	-3.9	-2.5	-6.3	-0.3	20.7	-2.2	13.5	-13.0	1.2
Cc1cc(NS(=O)(=O)c2ccc(NC(=O)COc3ccccc3[N+](=O)[O-])cc2)no1	1.1	-11.0	9.6	-7.7	-8.1	5.3	5.6	-9.6	1.1
CCn1c(NCCCO)nc2c(c1=O)C(C)(CC)Cc1ccccc1-2 (stereo not drawn)	0.5	-0.9	-441.2	1.1	9.1	1.2	18.0	0.4	-1.6
CC/C(=N\N=C1\SC(C)C(=O)N1Cc1ccco1)c1ccccc1 (stereo not drawn)	2.3	-3.0	4.5	-4.4	-1.6	-3.8	-6.9	3.7	7.0
CSC(=Nc1cccc(C)c1)NC#N	2.6	-1.1	-0.4	0.3	-17.7	-2.2	-1.8	1.6	-7.5
COc1ccc(OC)c(S(=O)(=O)N(C)CC(=O)N2CCN(c3ccccc3)CC2)c1	1.7	5.7	12.1	-5.5	-7.5	-2.6	-3.5	-41.6	-7.6
Cc1cc(NC(=O)CSc2nnc(-c3ccccc3)n2C)no1	3.1	7.9	7.9	0.5	-1.2	-2.6	3.2	0.6	-7.7
NC(=O)CC1NC(=O)c2ccccc21 (stereo not drawn)	2.3	7.1	1.4	4.5	8.4	0.5	5.2	-2.8	-8.7
NC1=NC(=Nc2ccc(S(=O)(=O)N3CCOCC3)cc2)c2ccccc21	-0.3	-14.6	25.6	-8.8	-4.3	-2.1	-9.5	-6.7	0.4
COc1ccc(C2(c3ccc(OC)cc3)NC(=O)N(CC(=O)Nc3ccccc3C)C2=O)cc1	-3.7	-1.6	4.0	-5.6	8.4	-3.0	0.6	-1.5	1.6
CCOc1cc(/C=N/Nc2nn3cnnc3c3ccccc23)ccc1O	1.4	-6.3	-125.7	-9.3	-6.0	-3.7	-5.9	-3.8	-3.7
CCOC(=O)c1c(C)oc2c(F)c(F)c(F)c(F)c2c1=O	3.4	0.8	-24.9	-2.2	-10.8	-4.2	0.9	-4.2	8.1
COc1cc(NC(=O)c2ccccc2)c(OC)cc1NC(=O)CN1C(=O)N(C)C2(CCCCC2)C1=O	-5.2	-28.2	2.1	-10.3	17.1	-2.4	-1.1	-2.7	3.9
CCOc1ccccc1NC(=O)CSc1nnc(-c2ccco2)n1Cc1ccco1	-0.9	-22.5	5.1	-5.2	9.3	-2.8	11.2	6.8	2.4
COc1ccc(N2CCN(C(CNC(=O)C(=O)NCCc3c[nH]c4ccccc34)c3ccco3)CC2)cc1 (stereo not drawn)	0.6	-23.5	5.8	-5.2	12.8	0.0	-15.6	-11.3	2.0
Cc1ccc(C)c(NC(=O)c2ccc3c(=O)n4c(nc3c2)CCC4)c1	2.1	10.8	-22.1	-4.0	-0.6	-4.4	-2.7	2.2	1.5
CCC1Nc2ncnc(N3CCN(c4ccccn4)CC3)c2N(Cc2ccc(Cl)cc2)C1=O (stereo not drawn)	-0.9	6.1	-11.9	6.4	5.8	-5.8	6.9	-5.5	-2.6
CCOC(=O)C1=C(C)NC(=O)NC1/C=C\c1ccccc1 (stereo not drawn)	1.8	6.5	8.6	8.3	9.1	-2.1	3.7	-0.7	-2.4
COc1ccc(NC(=O)CC2(Cc3ccccc3)CCOC(C)(C)C2)cc1 (stereo not drawn)	2.6	-4.5	26.4	-3.5	-0.5	-0.5	-4.8	8.0	-8.0
CS(=O)(=O)N1CCC(C(=O)Nc2ccc3c(c2)OCO3)CC1	1.4	-4.7	14.2	1.1	-2.9	0.7	1.1	1.7	-4.0
Cc1cccc(NC(=O)CN(CC2CCCO2)C(=O)c2ccc(S(C)(=O)=O)cc2)c1C (stereo not drawn)	-0.2	-3.7	-0.1	4.4	-1.3	1.6	0.6	1.6	-4.8
Cc1cnc(C(=O)OC(C)C(=O)Nc2ccc(Cl)cn2)cn1 (stereo not drawn)	3.0	-1.3	8.8	-0.9	4.7	-0.6	-2.1	-5.3	-4.5
